# MIN6 prolif = inducers of MIN6 beta-cell proliferation, primary screen, ATP luminescence, uHTS; 330,000 tested, 0.29% active; proliferation, % at 10 µM; MIN6 cells proliferation, ATPlite luminescence, 48 h; cells starved in 0.2% serum; 100% = growth in 10% serum;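 active = compounds whose signal lies at least 3.5 SD above the mean of all wells on their plate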;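 also: 0% = DMSO-treated cells in low-serum medium and 100% = 10% serum control; some compounds called inactive have numbers as strong as hits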
# SENP7 inh = SENP7 protease inhibitors, primary screen, biochemical, luminescence, uHTS; 330,000 tested, 1.5% active; AID 434973, 2010; Sentrin-specific protease 7 (Homo sapiens), Q9BQF6; recombinant SENP7, Z-RLRGG-aminoluciferin luminescence, 40 min; inhibition, % at 5 µM;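 active = inhibition above about 50% at the single test dose, limit read from the data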;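 also: plate controls were DMSO with enzyme for no effect and no enzyme buffer wells for full effect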
# SENP1 FRET inh = human SENP1 catalytic domain inhibitors, primary screen, biochemical, FRET, uHTS | Sentrin-specific protease 1 (Homo sapiens), Q9P0U3 | recombinant SENP1 catalytic domain, CyPet-SUMO1-YPet FRET cleavage | inhibition, % at 10 µM | 360,000 tested, 0.21% active | AID 624204, 2012;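 active = inhibition at least 30% at 10 µM, raw YFP signal under a set limit, fluorescence ratio 0.5 to 1.5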;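 also: 0% = enzyme with DMSO and 100% = no enzyme wells; some results filed as inactive read as strong as hits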
# Target sequence (Q9P0U3 419-644 limits assumed): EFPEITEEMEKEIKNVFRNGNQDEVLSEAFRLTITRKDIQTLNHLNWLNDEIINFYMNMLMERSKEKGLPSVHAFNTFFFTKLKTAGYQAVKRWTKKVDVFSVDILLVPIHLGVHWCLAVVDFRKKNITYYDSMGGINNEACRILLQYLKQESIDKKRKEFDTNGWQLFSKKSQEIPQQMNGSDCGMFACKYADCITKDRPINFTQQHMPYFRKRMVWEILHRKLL
#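 Assay system: hSENP1 catalytic domain, recombinant. Amount: SENP1 enzyme, 20 pM final. Schedule: 50 min reaction, RT, dark. Technique: FRET, CFP and YFP emission. Control set: no-enzyme wells low, DMSO-plus-enzyme wells high control.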
# UBC13 inh = UBC13 polyubiquitin chain formation inhibitors, primary screen, biochemical, TR-FRET, uHTS | inhibition, % at 20 µM | 330,000 tested, 0.47% active; in the data active = inhibition above about 45%, passing the limit was not always enough; inconclusive = no clear call, values can overlap the other calls
# SENP8 block-1 = SENP8 protease inhibitors, primary screen, biochemical, luminescence. purified SENP8, Z-RLRGG-aminoluciferin cleavage. inhibition, % at 10 µM. 330,000 tested, 1.2% active. AID 2540, 2010; in the data active = inhibition above about 50%
# Target sequence (Q96LD8 whole entry, looked up): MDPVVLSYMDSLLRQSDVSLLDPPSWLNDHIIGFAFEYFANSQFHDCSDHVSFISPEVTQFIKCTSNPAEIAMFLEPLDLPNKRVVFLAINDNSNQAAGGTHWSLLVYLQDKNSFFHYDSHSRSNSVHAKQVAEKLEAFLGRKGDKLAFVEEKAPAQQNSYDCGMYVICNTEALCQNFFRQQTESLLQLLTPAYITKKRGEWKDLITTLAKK
# HKDC1 inh = HKDC1 hexokinase inhibitors, primary screen, biochemical, fluorescence, uHTS | Q2TB90 | recombinant HKDC1, G6PDH/diaphorase resazurin coupled fluorescence | inhibition, % at 20 µM | 340,000 tested, 0.16% active;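 active = inhibition above about 35% when tested at 20 µM, limit read from the data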;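 also: plate controls were DMSO wells with enzyme for no effect and DMSO wells lacking enzyme for full effect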
#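 System: Recombinant HKDC1 hexokinase | Amount: HKDC1 at 5 µg/mL | Reagent: Glucose with 1 mM ATP | Doses: Single 20 µM dose | Incubation: Reaction time 90 min, room temperature, protected from light | Signal: Coupled resazurin fluorescence, excitation 525 nm, emission 613 nm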
# SENP8 block-2 = human SENP8 protease inhibitors, primary screen, biochemical, fluorescence, Nedd8 protein substrate, uHTS; Sentrin-specific protease 8 (Homo sapiens), Q96LD8; recombinant SENP8; inhibition, % at 20 µM; 360,000 tested, 0.64% active; AID 602440, 2012; in the data active = inhibition mostly above about 40%, no sharp cut-off; inactive = mostly below about 27%
# PfG6PD inh = PfG6PD enzyme inhibitors, primary screen, biochemical, fluorescence intensity, uHTS. glucose-6-phosphate dehydrogenase-6-phosphogluconolactonase (Plasmodium falciparum 3D7). PfGluPho enzyme, NADPH resazurin-diaphorase fluorescence. inhibition, % at 20 µM. 350,000 tested, 0.78% active. AID 504690, 2011;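 active = inhibition reaching at least a set limit at 20 µM in the primary screen, cut at about 59% in these data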;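 also: 0% = DMSO wells with substrate and 100% = DMSO wells lacking glucose-6-phosphate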
# SENP6 block = SENP6 protease inhibitors, primary screen, biochemical, luminescence, uHTS; inhibition, % at 10 µM; Recombinant SENP6 catalytic domain, aminoluciferin luminescence; 330,000 tested, 1.8% active; Sentrin-specific protease 6 (Homo sapiens), Q9GZR1;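 active = inhibition above about 50% at the single tested dose, limit read from the data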;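 also: plate controls were DMSO wells with enzyme for no effect and DMSO wells lacking enzyme for full effect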
# Target sequence (Q9GZR1 628-1112 limits assumed): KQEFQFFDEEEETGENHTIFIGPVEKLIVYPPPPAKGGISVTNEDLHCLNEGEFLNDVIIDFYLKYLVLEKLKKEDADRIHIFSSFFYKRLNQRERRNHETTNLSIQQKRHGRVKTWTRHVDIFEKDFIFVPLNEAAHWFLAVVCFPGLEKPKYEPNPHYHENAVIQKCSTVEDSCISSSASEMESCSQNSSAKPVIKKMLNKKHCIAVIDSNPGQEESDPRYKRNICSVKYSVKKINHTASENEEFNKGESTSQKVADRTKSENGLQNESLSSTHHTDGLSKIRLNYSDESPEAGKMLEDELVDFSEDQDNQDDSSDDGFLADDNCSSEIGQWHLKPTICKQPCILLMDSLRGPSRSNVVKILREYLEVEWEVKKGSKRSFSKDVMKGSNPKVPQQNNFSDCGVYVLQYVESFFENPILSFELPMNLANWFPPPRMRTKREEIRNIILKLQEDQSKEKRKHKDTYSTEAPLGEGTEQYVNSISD
# Starred values were filed as active, the others as inactive; ? = inconclusive; . = no result given.
SMILES,MIN6 prolif,SENP7 inh,SENP1 FRET inh,UBC13 inh,SENP8 block-1,HKDC1 inh,SENP8 block-2,PfG6PD inh,SENP6 block
Cn1c(Cc2csc(N)n2)nnc1SCC(=O)NC1CCCCC1,0,-3,-5,2,5,-1,8,19,9
CC(C)c1ccc(NC(=O)CSc2nc3ccccc3nc2N2CCCC2)cc1,-6,0,-68,0,3,0,-171,23,11
CCOC(=O)c1ccc(NC(=O)COc2ccc(CNCCO)cc2OCC)cc1,-2,6,1,6,5,14,8,5,-8
COc1ccccc1CCC(=O)NNC(=O)c1ccc(Br)cc1,1,-6,3,3,2,-2,5,-11,-10
CCN1C(=O)c2cccc3c(S(=O)(=O)NC(Cc4c[nH]c5ccccc45)C(=O)O)ccc1c23 (stereo not given),-1,15,-5,-1,-8,-2,-17,10,-6
COc1cccc(/C=C2\SC(=O)NC2=O)c1OCc1ccc(C(=O)O)cc1,2,0,2,-9,6,5,-111,-46,-3
O=C1CN(C(=O)COC(=O)CCNS(=O)(=O)c2ccc(Cl)cc2)c2ccccc2N1,0,-2,0,-11,-8,-6,11,-5,-28
O=C(O)C(c1ccccc1)N1C(=O)c2cccc3cccc(c23)C1=O (stereo not given),-3,-5,1,-6,3,-8,-24,3,-19
COc1cccc(C(C)NC(=S)NCc2ccc(F)cc2)c1 (stereo not given),-4,-11,0,-7,-10,4,10,-9,1
Cn1c(=O)[nH]c(=O)c2c1nc(SCCO)n2Cc1ccccc1Cl,-2,-2,-1,6,-9,-2,14,-2,11
COc1ccc(-c2cc(C(=O)Nc3nc4ccccc4s3)c3ccccc3n2)cc1OC,-2,-2,-6,-5,4,-3,-251,-11,-12
O=C(CSCc1ccc(F)cc1)Nc1ccc(F)cc1,0,5,-1,6,11,-10,8,26,2
O=C(CCc1nnc(CCCc2ccccc2)o1)NCC(F)(F)F,1,-9,4,-7,-13,-9,12,-3,-7
CCN(C(=O)c1cc2cc3ccc(C)cc3nc2o1)c1ccc(OC)cc1,2,1,-1,4,0,28,-110,14,1
Cc1cccc(CNS(=O)(=O)c2csc(C(N)=O)c2)c1,-2,2,1,-9,-4,-4,17,-5,5
COc1ccc(CCNC(=O)C2CCCN(Cc3nc(-c4cccc(Cl)c4)oc3C)C2)cc1OC (stereo not given),-3,0,1,19,3,0,13,1,-16
O=C(N/N=C/C1CCCCC1)c1ccccc1-n1cccc1,-5,2,0,0,-4,-5,-3,3,-14
CCOc1ccc(NC(=O)CN(C)C(=O)c2cc3c(s2)CCCCC3)cc1OCC,-1,-9,1,4,-11,0,13,-13,-20
CCC(C)(C)C1CCC2(CC1)NC(=O)N(CC(=O)N(C)CC(=O)Nc1ccccc1C(F)(F)F)C2=O (stereo not given),-6,-2,2,-6,1,8,3,-6,3
O=C(c1ccc([N+](=O)[O-])o1)N(Cc1nnc(-c2ccccc2Cl)o1)C1CC1,0,1,-4,35,4,-4,6,3,-9
NC(=O)c1cc(N)ccc1N1CCCC1,0,22,9,-14,8,17,-397,50,17
Cc1ccccc1CN1C[C@@H]2C[C@@H](c3ccc4nsnc4c3)N3CCC[C@@]23C1=O,-4,3,2,6,-1,0,-2,6,-7
COCCCNCCCOc1ccc(C(C)(C)c2ccccc2)cc1,-2,0,1,17,-4,-10,11,-5,-20
CCS(=O)(=O)c1ccc2oc(Nc3ccc(C(C)(C)C)cc3)nc2c1,-3,4,2,9,-2,0,-5,25,-16
Cc1cc(NC2C3CC4CC(C3)CC2C4)n2ncnc2n1 (stereo not given),1,-12,0,2,-6,21,11,-5,-32
# Further records.
SMILES,MIN6 prolif,SENP7 inh,SENP1 FRET inh,UBC13 inh,SENP8 block-1,HKDC1 inh,SENP8 block-2,PfG6PD inh,SENP6 block
CC(=O)n1c(C=Nc2ccc(Cl)cc2)c(O)c2ccccc21,-3,-3,-37,0,-6,2,-392,18,-4
O=C(NCCCn1ccnc1)c1ccc(-c2cccc(C(F)(F)F)c2)o1,-4,-13,-3,6,0,-3,3,-10,-6
CCOC(=O)COn1c(=O)c(-c2ccc(OC)c(OC)c2)[n+]([O-])c2ccccc21,-1,-13,.,-40,-17,.,.,.,5
Cc1ccccc1OCC(=O)OCC(=O)NCc1ccco1,0,7,4,4,-2,-4,8,-8,-27
COc1ccc(SCCN2CCN(CC(C)C)CCC2=O)cc1,-1,3,-5,10,5,-4,4,-17,1
O=C1Nc2ccc(Br)cc2C1(O)c1ccccc1 (stereo not given),-3,6,0,7,4,4,16,-1,-10
N#Cc1ccsc1NC(=O)CCN1C(=O)C2CCCCC2C1=O (stereo not given),-1,-13,-2,-2,-7,-5,5,8,-7
Cc1noc(C)c1C(=O)Nc1nc2ccc(F)cc2s1,1,100*,-11,3,99*,-6,-71,-5,0
CCCCOc1ccc(Cc2c(COCC)[nH]c(=S)[nH]c2=O)cc1,1,-5,0,?,0,18,8,-17,4
COC(=O)c1ccc(CSc2ncnc3ccccc23)o1,0,4,0,11,-3,-2,16,-13,-8
CCCCNC(=O)CN1CCC2(O)CCCCC2C1c1ccccc1OC (stereo not given),0,5,-7,5,7,1,10,-13,-3
Cn1c(=O)[nH]c(=O)c2c1nc(N1CCNCC1)n2Cc1cccc2ccccc12,-4,-3,0,6,-4,2,9,7,6
CCN1CCN(C(=O)Cn2nc(C)n3c(cc4c(OC)cccc43)c2=O)CC1,-3,5,0,1,1,4,-353,3,0
CSc1ccc(C2C(C#N)=C(N)N(c3ccccc3)C3=C2C(=O)CCC3)cc1 (stereo not given),-2,5,-18,-2,12,11,-84,0,16
Cc1cc(CNC(=O)COc2ccc(F)cc2Cl)cc(C)c1O,-1,7,2,0,2,-5,10,0,-6
CCCCN1CC(COC)Oc2cccc(F)c2S1(=O)=O (stereo not given),.,.,2,.,.,-4,3,-4,.
COC(=O)c1sc2ccccc2c1N,5,-7,-15,5,-13,-4,-403,36,6
Cc1cc(=O)nc2c3ccccc3n(C(C)C(=O)NCCN3CCOCC3)n12 (stereo not given),3,-8,0,9,-5,1,-17,4,-12
CCCc1cc(=O)[nH]c(SCC(=O)N2CCN(S(=O)(=O)c3ccc(C)cc3)C2)n1,-1,12,2,-12,-4,-2,17,-14,-3
COc1ccccc1NC(=O)c1nn(-c2ccccc2)ccc1=O,-1,0,2,-6,-1,-3,30,4,-2
COC(=O)CSc1snnc1-c1ccc(Cl)cc1Cl,-2,-9,0,-8,-13,-6,10,-4,-14
COc1ccc(S(=O)(=O)N2CC(=O)Nc3ccccc32)cc1F,-2,5,0,-11,-2,-7,9,3,16
Cc1cccc(NC(=O)CC(C)(C)C)c1,1,3,0,6,1,6,11,-2,-14
CCOC(=O)c1ccc2nc(NC(NC(C)=O)(C(=O)OC)C(F)(F)F)sc2c1 (stereo not given),-1,4,1,7,1,-7,7,0,3
CCOC(=O)N1CCN(CC(=O)Nc2ccc(C)c(Br)c2)CC1,-3,2,0,8,1,-6,22,6,-13
# Later entries.
SMILES,MIN6 prolif,SENP7 inh,SENP1 FRET inh,UBC13 inh,SENP8 block-1,HKDC1 inh,SENP8 block-2,PfG6PD inh,SENP6 block
CCC(C(=O)NC1CCCC1)N(C(=O)Cn1nnc(-c2ccc(C)o2)n1)c1ccc(OC)cc1 (stereo not given),-4,2,0,-4,-5,-3,5,-6,0
O=C(NC1=NCCS1)C1CCN(S(=O)(=O)c2ccccc2C(F)(F)F)CC1,-3,-1,2,0,2,-2,12,-6,-14
CS(=O)(=O)N(CC(=O)Nc1ccccc1Br)Cc1ccccc1,-3,-3,1,4,1,7,2,-13,3
COC(=O)c1cc(NC(=O)C2(S(=O)(=O)c3ccc(C)cc3)CC2)cc(C(=O)OC)c1,0,-3,0,-7,-17,3,-5,7,2
CCN(CC)C(=O)C1CCC(CNS(=O)(=O)c2cccc3nsnc23)CC1 (stereo not given),-4,2,1,-6,2,-7,21,6,9
CC1CCC(NC(=O)c2cccc(S(=O)(=O)N3CCN(C)CC3)c2)CC1 (stereo not given),-1,3,-2,1,4,-5,8,0,-8
Clc1ccc(-n2ncc3c(NCCCn4ccnc4)ncnc32)cc1,-2,4,-33,-3,-15,-5,2,9,-27
COc1ccc(C2=C/C(=C/c3cccnc3)C(=O)O2)cc1OC,-2,0,-30,-1,0,-21,-364,-4,-17

# In the list so far, 14 contain an aryl methoxy group:
SMILES,MIN6 prolif,SENP7 inh,SENP1 FRET inh,UBC13 inh,SENP8 block-1,HKDC1 inh,SENP8 block-2,PfG6PD inh,SENP6 block
COc1ccccc1CCC(=O)NNC(=O)c1ccc(Br)cc1,1,-6,3,3,2,-2,5,-11,-10
COc1cccc(/C=C2\SC(=O)NC2=O)c1OCc1ccc(C(=O)O)cc1,2,0,2,-9,6,5,-111,-46,-3
COc1cccc(C(C)NC(=S)NCc2ccc(F)cc2)c1 (stereo not given),-4,-11,0,-7,-10,4,10,-9,1
COc1ccc(-c2cc(C(=O)Nc3nc4ccccc4s3)c3ccccc3n2)cc1OC,-2,-2,-6,-5,4,-3,-251,-11,-12
CCN(C(=O)c1cc2cc3ccc(C)cc3nc2o1)c1ccc(OC)cc1,2,1,-1,4,0,28,-110,14,1
COc1ccc(CCNC(=O)C2CCCN(Cc3nc(-c4cccc(Cl)c4)oc3C)C2)cc1OC (stereo not given),-3,0,1,19,3,0,13,1,-16
CCOC(=O)COn1c(=O)c(-c2ccc(OC)c(OC)c2)[n+]([O-])c2ccccc21,-1,-13,.,-40,-17,.,.,.,5
COc1ccc(SCCN2CCN(CC(C)C)CCC2=O)cc1,-1,3,-5,10,5,-4,4,-17,1
CCCCNC(=O)CN1CCC2(O)CCCCC2C1c1ccccc1OC (stereo not given),0,5,-7,5,7,1,10,-13,-3
CCN1CCN(C(=O)Cn2nc(C)n3c(cc4c(OC)cccc43)c2=O)CC1,-3,5,0,1,1,4,-353,3,0
COc1ccccc1NC(=O)c1nn(-c2ccccc2)ccc1=O,-1,0,2,-6,-1,-3,30,4,-2
COc1ccc(S(=O)(=O)N2CC(=O)Nc3ccccc32)cc1F,-2,5,0,-11,-2,-7,9,3,16
CCC(C(=O)NC1CCCC1)N(C(=O)Cn1nnc(-c2ccc(C)o2)n1)c1ccc(OC)cc1 (stereo not given),-4,2,0,-4,-5,-3,5,-6,0
COc1ccc(C2=C/C(=C/c3cccnc3)C(=O)O2)cc1OC,-2,0,-30,-1,0,-21,-364,-4,-17

# Bioassay records (PubChem)
